# mIDH1 inhibitor: qHTS for Inhibitors of mutant isocitrate dehydrogenase 1 (IDH1): qHTS; AID 602179, 2012; hit rate 0.093% among 390,000; IDH1-R132H enzyme, NADPH consumption, diaphorase/resazurin fluorescence; Isocitrate dehydrogenase [NADP] cytoplasmic (Homo sapiens), O75874; Potency, µM (series often up to 76.6 µM), without a hit: top-dose activity change, negative = inhibition, usual class: inhibitors; note: potency is the fitted concentration of half-maximal effect; % is set by controls: 0 for no effect and ±100 for the full control effect; nearly all actives have a fitted effect of over 65% in size
# Target sequence (O75874 whole entry R132H, stated change not applied): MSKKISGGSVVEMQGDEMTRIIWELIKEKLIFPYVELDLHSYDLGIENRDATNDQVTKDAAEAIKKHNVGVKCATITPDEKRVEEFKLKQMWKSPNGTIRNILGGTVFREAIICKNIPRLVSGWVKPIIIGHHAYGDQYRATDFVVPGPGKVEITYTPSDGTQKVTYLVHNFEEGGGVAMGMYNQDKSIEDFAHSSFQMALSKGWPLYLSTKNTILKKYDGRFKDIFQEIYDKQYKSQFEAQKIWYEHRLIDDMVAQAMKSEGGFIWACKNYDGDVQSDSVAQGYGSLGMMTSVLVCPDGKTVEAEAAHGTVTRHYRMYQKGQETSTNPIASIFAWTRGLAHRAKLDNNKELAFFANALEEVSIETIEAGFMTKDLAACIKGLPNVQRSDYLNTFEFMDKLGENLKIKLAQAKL
#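 IDH1-R132H (0.5 ug/mL dispensed) in pH 7.5 Tris buffer was preincubated 30 min with compound, then given a substrate mix of 0.016 mM NADPH and 2 mM alpha-KG for 80 min at room temperature; remaining NADPH was read by diaphorase/resazurin fluorescence.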
# USP1 inh: Inhibitors of USP1/UAF1: Primary Screen; recombinant USP1/UAF1, Ub-Rhodamine cleavage fluorescence; Potency, µM (doses to about 57.1 µM), inactives show top-dose activity change, negative = inhibition, hits mostly inhibitors; hit rate 0.23% among 390,000; note: potency is the fitted concentration of half-maximal effect; % is set by controls: 0 for no effect and ±100 for the full control effect; nearly all actives have a fitted effect of over 60% in size; inactives centre near -12
#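 High-throughput fluorogenic screen: 1nM USP1/UAF1 complex, Ub-Rho substrate 150nM final, 50mM HEPES pH 7.8 with 0.5mM EDTA, 0.1 mg/ml BSA, 1mM TCEP and 0.01% Tween-20.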
# PI4K2A inh: qHTS for small molecular inhibitors of PI4K2A; Phosphatidylinositol 4-kinase type 2-alpha (Homo sapiens), Q9BTU6; purified PI4K2A, ADP-Glo luminescence, 1 h; stronger effect = lower value; activity change, negative = inhibition, % at 76.9 µM; hit rate 0.13% among 420,000; AID 1346378, 2018; in the data active = activity change below about -50%; inconclusive = mostly about -30% to -49%;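 note: -100% = wells without enzyme as full effect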
#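 PI4K2A activity was measured by ADP-Glo luminescence: enzyme (4 ug/mL stock) and phosphatidylinositol (1.2 mM stock) in Tris pH 7.5/MgCl2/EGTA/Triton X-100 buffer were reacted with ATP (300 microM stock) for one hour at ambient temperature.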
# RXFP1 ag: qHTS Assay for Agonists of the Relaxin Receptor RXFP1; Relaxin receptor 1 (Homo sapiens), Q9HBX9; HEK293T-RXFP1 cAMP TR-FRET, 30 min; response scale: percent of porcine relaxin response, buffer zero; Potency, µM (top dose mostly 57.5 µM), inactives show top-dose activation, most hits filed as activators; hit rate 0.3% among 370,000; AID 2676, 2010; note: potency is the fitted concentration of half-maximal effect; % is set by controls: 0 for no effect and ±100 for the full control effect; nearly all actives have a fitted effect of over 60% in size; many of its hits are not listed in these tables
#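 HEK293T cells stably expressing RXFP1 were pretreated with the PDE4 inhibitor Ro 20174, exposed to compounds for 30 min at 37C, lysed, and cAMP was read by TR-FRET. Data normalized to buffer (basal) and 29 nM porcine relaxin (100%).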
# Vif-A3F inh: qHTS for Inhibitors of Vif-A3F Interactions: qHTS | HeLa A3F-eYFP + Vif (tagged APOBEC3F with the HIV-1 protein that degrades it), YFP fluorescence increase | Potency, µM (titrated, usually from 46.1 µM), inactives show at the top dose activity, negative = active | hit rate 0.2% among 390,000 | AID 602313, 2012; note: potency is the fitted concentration of half-maximal effect; % of control where 0% means no effect; nearly all actives have a fitted effect of over 65% in size
#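 HeLa cells stably expressing A3F-eYFP plus Vif, plated and incubated overnight at 37 deg C, then exposed to compounds overnight at 37 deg C. Blocked degradation read as raised yellow fluorescence (Ex 488/Em 500-530).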
# Vif-A3G inh: qHTS for Inhibitors of Vif-A3G Interactions: qHTS. DNA dC->dU-editing enzyme APOBEC-3G (Homo sapiens), Q9HC16. HeLa A3G-eYFP + Vif (tagged APOBEC3G with the HIV-1 protein that degrades it), YFP fluorescence, overnight. Potency, µM (titrated, usually from 46.1 µM), without a hit: at the highest dose activity, negative = active, most hits filed as inhibitors. hit rate 0.076% among 410,000. AID 602310, 2012;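 note: potency is the fitted concentration of half-maximal effect; % is set by controls: 0 for no effect and ±100 for the full control effect; nearly all actives have a fitted effect of over 60% in size; hits raise eYFP signal because A3G escapes Vif-driven loss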
#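 HeLa cells stably expressing Vif and C-terminally eYFP-tagged A3G, seeded overnight at 37 deg C, then exposed to compound by pintool overnight at 37 deg C. Rise in yellow fluorescence (Ex 488/Em 500-530, Acumen) marks blocked Vif-driven A3G degradation.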
# TrxR1 substrate: qHTS Assay for Substrates of Mammalian Selenoprotein Thioredoxin Reductase 1 (TrxR1): qHTS. Thioredoxin reductase 1, cytoplasmic (Rattus norvegicus), O89049. purified TrxR1 substrate turnover, NADPH consumption readout. Potency, µM (top dose mostly 114 µM), for inactives: at the highest dose activity change, negative = substrate turnover. hit rate 0.01% among 390,000; note: potency is the fitted concentration of half-maximal effect; % is set by controls: 0 for no effect and ±100 for the full control effect; nearly all actives have a fitted effect of over 50% in size
# Target sequence (O89049 whole entry, looked up): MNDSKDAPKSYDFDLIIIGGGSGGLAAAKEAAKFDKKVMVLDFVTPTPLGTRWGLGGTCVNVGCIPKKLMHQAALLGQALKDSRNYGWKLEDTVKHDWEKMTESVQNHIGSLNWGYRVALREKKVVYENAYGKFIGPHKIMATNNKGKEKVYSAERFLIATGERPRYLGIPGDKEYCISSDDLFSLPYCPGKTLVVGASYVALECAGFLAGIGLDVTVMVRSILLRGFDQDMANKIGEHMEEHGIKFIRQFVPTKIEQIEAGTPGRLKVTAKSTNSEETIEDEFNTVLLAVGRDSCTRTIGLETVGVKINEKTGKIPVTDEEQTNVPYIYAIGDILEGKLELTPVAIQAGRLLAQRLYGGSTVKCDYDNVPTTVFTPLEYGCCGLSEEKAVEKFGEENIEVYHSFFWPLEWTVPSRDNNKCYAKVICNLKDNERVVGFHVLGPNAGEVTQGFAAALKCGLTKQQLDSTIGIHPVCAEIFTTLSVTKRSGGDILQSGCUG
#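 Rat TrxR1, dispensed at 90 nM, was prereduced with 400 uM NADPH (final) for 5 min at ~22 deg C, then incubated with compound 15 min before 400 uM selenite. A first-read NADPH fluorescence drop versus no-compound background flagged substrates.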
# LDHA block: qHTS assay for inhibitors of human lactate dehydrogenase; L-lactate dehydrogenase A chain (Homo sapiens), P00338; purified LDHA, NADH/diaphorase-resazurin fluorescence; stronger effect = lower value; activity change, % (values are at about 110 or 230 µM); hit rate 0.15% among 480,000; in the data active = activity change below about -30%; inconclusive = mostly about -25% to -30%;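 note: plate controls were DMSO wells for no effect and wells without enzyme for full effect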
#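 Human LDH5 (2 nM) was incubated with 0.06 mM NADH and 0.2 mM pyruvate for 5 min at room temperature in Tris pH 7.4. Remaining NADH was coupled through diaphorase/resazurin, and resorufin fluorescence was read at 0 and 20 min.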
# Glioma ERSR ind: qHTS for Inducers of the Endoplasmic Reticulum Stress Response (ERSR) in Human Glioma: qHTS | U87-MG GRP78 promoter luciferase reporter, 16 h | hit rate 0.02% among 420,000 | Potency, µM, inactives show top-dose activation, usual class: activators; note: potency is the fitted concentration of half-maximal effect; series mostly up to about 76 µM; % of control where 0% means no effect; nearly all actives have a fitted effect of over 35% in size
#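 ERSR induction read as luciferase luminescence (Bright-Glo, 10 min at room temperature) in stably transfected human U87-MG glioma cells exposed to compounds for 16 h, using GRP78 as sensor.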
# An asterisk follows results filed as active; ? = inconclusive; . = not tested or not shown; & = joins results of further samples; [ ] = remark or other dose. Unless noted, calls come from the whole dose curve; as a rule, active = well fitted curve in the direction sought with a large enough effect; inconclusive = small, poorly fitted or top-dose-only effect, or another doubt; inactive = no such curve, though single readings can be large; an effect the other way counts as inactive or inconclusive. Some of the compounds tested; count on the stated rates, not on these rows.
SMILES	mIDH1 inhibitor	USP1 inh	PI4K2A inh	RXFP1 ag	Vif-A3F inh	Vif-A3G inh	TrxR1 substrate	LDHA block	Glioma ERSR ind
Cc1[nH]n(-c2ccccc2)c(=O)c1N=Nc1cccc([N+](=O)[O-])c1	0%	-10%	-6	-1.2%	-1%	-6%	-3%	-7	-1%
CC(=O)N1Cc2ccccc2C(C)CC12CCCC2 (stereo not drawn)	8%	-11%	1	1.8%	-3%	0%	7%[57.1 µM]	-9	-2%
CC(=O)N1N=C(c2ccc(Cl)cc2)CC1c1ccc([N+](=O)[O-])cc1 (stereo not drawn)	-6%	-11%	4	-0.3%	8%	-2%	1%	-4	-2%
COC(=O)c1ccc(CSCC(=O)Nc2ccccc2)cc1	11%	-11%	-1	-1.1%	8%	-1%	-13%	-1	-2%
CCn1c(CNC(=O)COc2ccc(C(C)C)cc2)nnc1SCC(=O)Nc1ccc(F)cc1	-3%	-15%	2	0.8%	1%	1%	-3%	3	-3%
CCc1ccc(OCC(=O)NCC(c2ccc(Cl)cc2)N2CCCCC2)cc1 (stereo not drawn)	22%	-18%	-11	-1.0%	1%	-1%	-3%	2	-7%
CCN(CC)S(=O)(=O)c1ccc2[nH]c(=O)cc(C(=O)Nc3ccccc3N3CCCC3)c2c1	-1%	-21%	1	-1.1%	-16%	-3%	2%[57.1 µM]	-7	-12%
CNc1cc(CSC)nc(SCc2ccc(Cl)c(Cl)c2)n1	3%	-24%	-2	3.0%	-4%	1%	6%	-2	-3%
CCCn1c(-c2cccs2)nc2ccccc21	6%	1%	1	0.9%	-6%	-1%	86%[activator]	-7	3%
CCc1nc2ccc(Cc3ccc4nc(CC)[nH]c4c3)cc2[nH]1	16%	-22%	-2	1.4%	-5%	-12%	2%	7	-1%
CCCCN(CC)Cc1ccc(CNC(=O)Nc2ccccc2)o1	0%	-7%	3	1.3%	-8%	-1%	6%	-8	-2%
COc1ccc(Cl)cc1NC(=O)NCCN1CCNC1=O	3%	-6%	3	2.0%	8%	3%	-2%[57.1 µM]	-2	-4%
CCOC(=O)CN1C(=O)/C(=C/c2ccc(Cl)cc2)Oc2ccccc21	-7%	-8%	0	0.7%	4%	1%	91%[activator]	-4	-1%
NNC(=S)NCc1cccnc1	5%	-21%	-4	-0.7%	8%	0%	-1%	-8	-5%
[S-]C(=Nc1ccc(Cl)cc1)N[n+]1ccccc1	3%	-5%	9	-4.0%	-4%	1%	-8%	-8	-3%

# The listing continues:
SMILES	mIDH1 inhibitor	USP1 inh	PI4K2A inh	RXFP1 ag	Vif-A3F inh	Vif-A3G inh	TrxR1 substrate	LDHA block	Glioma ERSR ind
O=C(Cn1cc(SCc2ccc(F)cc2)c2ccccc21)N1CCOCC1	3%	-21%	0	0.1%	2%	4%	-6%	5	6%
Cc1ccccc1CN1C[C@@H]2C[C@@H](c3cnc(N4CCOCC4)s3)N3CCC[C@@]23C1=O	-3%	-21%	1	1.2%	-8%	4%	6%	5	2%
CCc1ccc(NC(=O)C(=O)c2cn(CC(=O)N3CCCCC3)c3ccccc23)cc1	3%	-7%	1	-1.1%	7%	-1%	-17%	-9	-2%
O=C1C=C(c2ccc(O)cc2)C[C@@H](c2ccc3c(c2)OCO3)C1	-2%	-1%	-7	0.2%	4%	-19%	-4%	0	1%
CN(C)c1ccc(C(=C2C=CC(=[N+](C)C)C=C2)c2c(O)c(S(=O)(=O)[O-])cc3cc(S(=O)(=O)O)ccc23)cc1	.	.	.	.	.	1%	-8%	10	-11%&-10%
COc1ccc(C)cc1S(=O)(=O)N(CC(=O)N1CCOCC1)Cc1ccccc1	2%	2%	-2	0.7%	-5%	0%	4%	4	0%
O=C(Cn1c(=O)n(Cc2ccc3c(c2)OCO3)c(=O)c2ccccc21)Nc1cccc(Cl)c1	5%	?	-1	0.0%	3%	2%	3%	-2	-1%
Cc1noc(C)c1NC(=O)N(C)C[C@@H]1Oc2ncc(Br)cc2C(=O)N([C@H](C)CO)C[C@@H]1C	1%	-26%	-1	.	-17%	2%	.	0	-2%
O=C(Nc1ccccc1N1CCCCC1)c1ccc(OC(F)F)cc1	4%	-17%	1	0.5%	4%	-1%	4%	-2	-3%
CCN(CC(=O)NCc1ccc(Cl)cc1)C(=O)/C=C/c1ccco1	0%	-16%	-3	0.1%	-29%	0%	3%[57.1 µM]	-9	0%
O=C(N=C1SCC(=O)N1c1ccccc1Cl)c1ccco1	10%	?	0	0.9%	0%	1%	3%[57.1 µM]	-7	6%
Cn1cncc1C#Cc1ccc2c(=O)c3ccccc3oc2c1	-10%	?	-6	.	9%	-1%	18%	-11	6%
COC(=O)c1c(NC(=O)C2CC2)sc2c1CCCC2	-2%	-16%	-7	0.8%	4%	-13%	-2%	-1	-4%
Cc1ccc(S(=O)(=O)NNC(=O)Nc2ccc(C)c(C)c2)c(C)c1	1%	-27%	1	0.0%	1%	-8%	5%	-2	-3%
Cc1ccc(CNC(=O)c2ccc3c(c2)NC(=O)C(CS(=O)(=O)Cc2ccc(F)cc2)N3)cc1 (stereo not drawn)	-10%	?	-1	4.8%	2%	5%	-1%	-6	-3%

# Additional structures follow.
SMILES	mIDH1 inhibitor	USP1 inh	PI4K2A inh	RXFP1 ag	Vif-A3F inh	Vif-A3G inh	TrxR1 substrate	LDHA block	Glioma ERSR ind
COC(=O)c1ccc(NS(=O)(=O)N(C)C)cc1	2%	-5%	-15	2.3%	-1%	0%	6%[57.1 µM]	-7	-1%
Cc1cc(C)c(Cn2c(=O)n(CCCCCC(=O)NCc3ccc4c(c3)OCO4)c(=O)c3sccc32)c(C)c1	-8%	-7%	1	?	6%	-4%	5%	-8	-4%
COc1c(/C=N/NC(=O)c2ccncc2)c(CCN(C)C(C)=O)cc2c1OCO2	0%	-7%	3	4.7%	18%	2%	-19%	-8	-9%
O=[N+]([O-])c1cc(-c2csc(NCCc3nc4cc(C(F)(F)F)ccc4n3CCCO)n2)ccc1Cl	10%	-21%	3	.	9%	-6%	-5%	0	-5%
CC(C)c1ccc(CN2CC(C(=O)Nc3ccccc3)CC2=O)cc1 (stereo not drawn)	-8%	-14%	-1	0.1%	2%	3%	-3%	-2	0%
CC(=O)Nc1ccc(NC(=O)CSc2nnc(-c3cc4ccccc4o3)n2C)cc1	-3%	-4%	3	11%	-27%	-1%	2%	-12	-3%
CCOc1ccccc1NC(=O)CCNC(=O)N1CC(=O)Nc2ccccc21	-1%	-21%	0	.	-5%	0%	.	-3	0%
CC1Cc2ccccc2N1C(=O)COC(=O)c1ccco1 (stereo not drawn)	-2%	-4%	1	.	0%	-5%	.	-12	-1%
CCC(C)(C)C1CCC2(CC1)NC(=O)N(CC(=O)N(C)CCOc1ccc(Cl)cc1)C2=O (stereo not drawn)	-2%	-21%	-3	0.1%	3%	0%	-11%	-7	-7%
CCOc1ccc(-n2cnnn2)cc1S(=O)(=O)N1CCCCC1	0%	-14%	0	-0.6%	0%	1%	4%	2	1%
CCN1CCN(C(=O)CNC(=O)c2nn(-c3ccc(OC)cc3)c(=O)c3ccccc23)CC1	-2%	-6%	7	4.1%	7%	0%	2%[57.1 µM]	-5	5%
CCOc1ccccc1NC(=O)CCn1c(-c2ccc(OC)cc2)cc(C(C)=O)c1C	0%	-17%	-4	0.7%	0%	3%	2%[57.1 µM]	-8	-2%
COc1ccc(C(CNC(=O)c2cccc(S(=O)(=O)N3CCc4ccccc43)c2)N(C)C)cc1 (stereo not drawn)	11%	-8%	-3	.	-21%	1%	3%[57.1 µM]	-9	-3%
COC(=O)c1ccc(Cn2c(C)c(C(=O)NCc3cccc(C(F)(F)F)c3)sc2=O)o1	.	.	2	.	.	1%	.	-2	-1%
Cc1cccc(/C=N/n2c(-c3ccccc3)n[nH]c2=S)c1O	-3%	-11%	7	-0.3%	2%	1%	3%	-2	-2%

# Continuation:
SMILES	mIDH1 inhibitor	USP1 inh	PI4K2A inh	RXFP1 ag	Vif-A3F inh	Vif-A3G inh	TrxR1 substrate	LDHA block	Glioma ERSR ind
Cc1nc2c(ccc3nc(NC(=O)C(c4ccccc4)c4ccccc4)sc32)s1	13%	-24%	-6	-0.1%	?	-1%	7%	2	-4%
CCCn1c2ccccc2c2nnc(SCC(=O)OC)nc21	0%	-13%	2	3.1%	-1%	0%	-1%	-8	-2%
C[n+]1cn(Cc2ccc(C#N)cc2)c2ccccc21	-1%	-20%	3	2.3%	-6%	2%	-3%	-3	-9%
Cc1cnc(C(=O)OCC(=O)NC(C)C)cn1	2%	-5%	1	0.8%	3%	1%	6%	5	4%

# Source: PubChem BioAssay (National Center for Advancing Translational Sciences (NCATS))
